AMA1 RON2 block – inhibitors of Plasmodium falciparum AMA1-RON2 interaction | AID 720542 | hit rate 0.2% among 360,000 | Potency, µM (series often up to 58.2 µM), without a hit: at the highest dose activity change, negative = inhibition, most hits filed as inhibitors | AlphaScreen AMA1-biotinylated RON2 peptide binding;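 further: potency means the concentration at half of the fitted maximal effect; 0% = vehicle wells and -100% = peptide control; nearly all actives have a fitted effect of over 45% in size; some results filed as inactive show a strong effect at the top dose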
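AMA1 (3D7) with his tag at 25 nM final met compounds first, then biotinylated RON2 peptide at 25 nM; detection used donor plus acceptor beads, 10 µg/mL apiece, read by AlphaScreen after 30 min at room temperature.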
FBPA Giardia inh – blocks Giardia fructose-bisphosphate aldolase activity; A8B2U2; purified Giardia FBPA; Potency, µM (highest dose often 59.6 µM), without a hit: at the top dose activity, negative = inhibition, usual class: inhibitors; hit rate 0.71% among 290,000; AID 2451; further: potency means the concentration at half of the fitted maximal effect; on the % scale 0 is the no-effect control and ±100 the full control effect; nearly all actives have a fitted effect of over 55% in size
Target sequence (A8B2U2 whole entry, looked up): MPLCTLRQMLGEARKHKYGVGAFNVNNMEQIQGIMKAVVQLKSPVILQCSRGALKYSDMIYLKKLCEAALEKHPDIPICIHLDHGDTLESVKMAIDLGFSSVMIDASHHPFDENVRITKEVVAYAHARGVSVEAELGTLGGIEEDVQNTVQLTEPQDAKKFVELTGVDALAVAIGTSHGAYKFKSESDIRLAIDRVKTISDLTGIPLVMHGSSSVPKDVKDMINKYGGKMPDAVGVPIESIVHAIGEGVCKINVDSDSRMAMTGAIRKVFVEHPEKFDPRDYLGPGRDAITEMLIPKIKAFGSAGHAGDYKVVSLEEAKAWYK
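40 nM FBPA preincubated 10 min at RT with compound (up to 57.5 uM final), then substrate plus GAPDH/TPI/NAD/arsenate coupling and diaphorase/resazurin added. Fluorescence read after 20 min at RT, 525/598 nm.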
AmpC no deterg – inhibitors of E. coli AmpC beta-lactamase without detergent; AmpC nitrocefin hydrolysis, absorbance 480 nm, 0.0001% Triton; Potency, µM (titrated, usually from 57.1 µM), inactives show at the top dose activity change, negative = inhibition, most hits filed as inhibitors; hit rate 0.52% among 330,000; AID 485341;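 further: potency means the concentration at half of the fitted maximal effect; plate controls were no compound for no effect and no enzyme for full effect; nearly all actives have a fitted effect of over 20% in size; some results filed as inactive show a strong effect at the top dose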
Target sequence (P00811 whole entry, looked up): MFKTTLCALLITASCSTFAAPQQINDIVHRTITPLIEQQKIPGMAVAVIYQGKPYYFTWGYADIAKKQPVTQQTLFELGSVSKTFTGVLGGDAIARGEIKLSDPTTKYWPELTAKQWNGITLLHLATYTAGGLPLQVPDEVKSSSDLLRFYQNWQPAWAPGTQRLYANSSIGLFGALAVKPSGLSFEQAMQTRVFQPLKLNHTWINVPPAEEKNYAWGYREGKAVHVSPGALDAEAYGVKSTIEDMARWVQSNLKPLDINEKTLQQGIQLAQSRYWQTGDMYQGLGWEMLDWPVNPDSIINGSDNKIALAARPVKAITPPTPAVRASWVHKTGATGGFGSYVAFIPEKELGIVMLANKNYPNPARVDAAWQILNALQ
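20 mM phosphate pH 7.0 + 0.01% (detergent screen) or 0.0001% Triton X-100; 5.3 nM AmpC reagent; cpd preinc 15 min RT; nitrocefin (800 uM stock) to start; A480 q20 s × 4 min; Activity was normalised to no-enzyme and no-compound control wells.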
Shiga toxin inh – blocks Shiga toxin action in Vero cells; Vero cells, Shiga toxin protein synthesis inhibition reporter; inhibition, % at 38.7 µM; hit rate 9.2% among 290,000; in the data active means inhibition mostly above about 28%, no sharp cut-off; inactive means mostly below about 43%; further: 0% is about no effect
CHX counter – counter-screen for Shiga toxin inhibitors: cycloheximide protein synthesis inhibition; cell reporter, cycloheximide protein synthesis inhibition counterscreen; max response, %; hit rate 12% among 300,000; in the data active means max response mostly above about 13%, no sharp cut-off; inactive means mostly below about 14%; further: read at 38.3 µM for the half of the compounds with a filed dose; 0% is about no effect
AmpC detergent – inhibitors of E. coli AmpC beta-lactamase with detergent; P00811; AmpC hydrolysis of nitrocefin, absorbance 480 nm, 0.01% Triton; Potency, µM (highest dose often 114 µM), for inactives: at the top dose activity change, negative = inhibition, actives largely listed as inhibitors; hit rate 0.041% among 370,000;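 further: potency means the concentration at half of the fitted maximal effect; 0% = no-compound wells and -100% = no-enzyme wells; nearly all actives have a fitted effect of over 25% in size; some results filed as inactive show a strong effect at the top dose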
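20 mM phosphate pH 7.0 + 0.01% (detergent screen) or 0.0001% Triton X-100; 5.3 nM AmpC reagent; cpd preinc 15 min RT; nitrocefin (800 uM stock) to start; A480 q20 s × 4 min; Activity was normalised to no-enzyme and no-compound control wells.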
HCMV inh – blocks human cytomegalovirus replication | HFF cells, HCMV-luciferase reporter, 72 h; hits give low values | activity change, negative = inhibition, % at 57.5 µM | hit rate 4.5% among 410,000 | AID 1259415; in the data active means activity change below about -60%; inconclusive means no clear call, values can overlap the other calls; inactive means above about -39%; further: on the % scale 0 is the no-effect control and ±100 the full control effect
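HFF cells seeded 16 h at 37C, treated with compounds, infected with luciferase-reporter HCMV at MOI 1 PFU/cell; luciferase read at 72 h post infection, normalized to buffer-only and Salinomycin controls.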
An asterisk follows results filed as active; u = inconclusive; x = no result given; & = joins results of further samples; [ ] = another dose, or the depositor's remark. Unless noted, the call rests on the fitted dose curve; in most records, active means well fitted curve in the direction sought with a large enough effect; inconclusive means small, poorly fitted or top-dose-only effect, or another doubt; inactive means no such curve, though single readings can be large; an effect the other way counts as inactive or inconclusive.

nr | Molecule | AMA1 RON2 block | FBPA Giardia inh | AmpC no deterg | Shiga toxin inh
1 | O=C(CC(C(=O)O)P(=O)(c1ccccc1)c1ccccc1)c1ccc(Br)cc1 (stereo not given) | 4% | 8% | -26% | -16
2 | Cc1ccc(C(=O)N/C(=C/c2ccco2)C(=O)NCC2CCCO2)cc1 (stereo not given) | 0% | 0% | -18% | 4
3 | CC(C)(C)NC(=O)CN(C(=O)CCC(=O)Nc1nccs1)c1cccc(C(F)(F)F)c1 | 15% | 8% | 52% | x
4 | O=C(Nc1ccc(F)c(Cl)c1)C1CCCN(c2cnccn2)C1 (stereo not given) | -17% | x | 0% | 19
5 | COc1ccc(-c2[nH]c(-c3cccc(OC)c3)nc2SCC(=O)NCc2ccco2)cc1 | -29% | -13% | 10µM* | 11
6 | COc1ccc(/C=C2/C(=N)N3N=C(CC(=O)N4CCCC4)SC3=NC2=O)cc1OC | 26% | u | -28% | -6
7 | COC(=O)c1ccc(CNC(=O)COC(=O)c2cc(Cl)ccc2O)cc1 | -7% | x | -27% | x
8 | CC(CNC(=O)Cn1ccc2cc(S(=O)(=O)N3CCCC3)ccc21)c1ccccc1 (stereo not given) | 2% | 15% | -15% | 8

nr | CHX counter | AmpC detergent | HCMV inh
1 | 1 | 0% | 77
2 | -1 | -7% | -15
3 | -5 | u | 3
4 | -2 | 3%&22% | -31&-32
5 | 1 | -15% | 6
6 | -4 | u | -24
7 | x | x | u
8 | 14 | 1% | -16

Next part:
nr | Molecule | AMA1 RON2 block | FBPA Giardia inh | AmpC no deterg | Shiga toxin inh
9 | COc1cc(C2CC(=O)c3c(ccc4ccccc34)N2)ccc1O (stereo not given) | -8%[11.6 µM] | -3% | -9% | -6
10 | Cc1ccccc1N1C(=O)C2C3CCC(O3)C2C1=O (stereo not given) | 13% | -7% | -13% | 2
11 | Cc1nc(Cl)cc(N/N=C/c2ccc(O)cc2O)n1 | 96%[activator] | 9% | -39% | 28*
12 | Cc1ccc(S(=O)(=O)N(C)C)cc1NC(=O)Cn1c(CN2CCOCC2)nc2ccccc2c1=O | -1% | 5% | -12% | -2
13 | CC(=O)c1ccc(OCCCC(=O)OCC(=O)N2CCN(c3ccccc3)CC2)cc1 | 1% | 2% | 78%[activator] | -7
14 | Cc1nc2ccccc2n1CCc1nc2c3ccccc3nc(SCC#N)n2n1 | x | x | -7% | -10
15 | O=c1cc(N2CCc3ccccc3C2)[nH]c(=O)n1Cc1ccc(F)cc1 | -3% | -8% | -15% | 15
16 | O=C(Nc1ccccc1O)C(c1ccccc1)c1ccccc1 | -7% | 19% | -40% | -5

nr | CHX counter | AmpC detergent | HCMV inh
9 | -3 | 2% | 21
10 | -3 | -7% | -10
11 | 44* | u | 150
12 | 17 | 2% | -6
13 | -2 | -9% | -13
14 | -3 | u | x
15 | 7 | u | -29
16 | -5 | 2% | u

The final 5 compounds of the section above lead into the next.
nr | Molecule | AMA1 RON2 block | FBPA Giardia inh | AmpC no deterg | Shiga toxin inh
12 | Cc1ccc(S(=O)(=O)N(C)C)cc1NC(=O)Cn1c(CN2CCOCC2)nc2ccccc2c1=O | -1% | 5% | -12% | -2
13 | CC(=O)c1ccc(OCCCC(=O)OCC(=O)N2CCN(c3ccccc3)CC2)cc1 | 1% | 2% | 78%[activator] | -7
14 | Cc1nc2ccccc2n1CCc1nc2c3ccccc3nc(SCC#N)n2n1 | x | x | -7% | -10
15 | O=c1cc(N2CCc3ccccc3C2)[nH]c(=O)n1Cc1ccc(F)cc1 | -3% | -8% | -15% | 15
16 | O=C(Nc1ccccc1O)C(c1ccccc1)c1ccccc1 | -7% | 19% | -40% | -5
17 | O=C(NCc1ccccn1)c1cc(-c2ccc(Cl)cc2)nc2ccccc12 | 79%[activator] | 5% | -1% | 33*
18 | Cc1cc(C)c(NC(=O)CN(c2ccccc2)S(=O)(=O)N(C)C)c(C)c1 | 1% | 5% | 4% | 14
19 | CC1(C(=O)CSc2nc3ccccc3s2)CCC(=O)O1 (stereo not given) | 3% | -9% | -17% | 2
20 | O=S(=O)(c1ccc(Cl)cc1)N1CCCC(c2nc(-c3ccc(F)cc3)no2)C1 (stereo not given) | -17% | x | -15% | x
21 | O=C(OCn1ncc(Br)c(Br)c1=O)c1c(F)cccc1F | x | -3% | -23% | 3
22 | Cc1ccc2oc(C(=O)NCC(c3ccco3)N(C)C)c(C)c2c1 (stereo not given) | 4% | 7% | 18% | 75*
23 | Cc1ccc2c(c1)[C@H]1OCC[C@H]1[C@@H](c1ccncc1)N2 | 3% | -14% | -7% | -8
24 | CCOC(=O)C(NCc1ccccc1OC)(NC(=O)c1ccccc1)C(F)(F)F (stereo not given) | -8% | 0% | -10% | -7

nr | CHX counter | AmpC detergent | HCMV inh
12 | 17 | 2% | -6
13 | -2 | -9% | -13
14 | -3 | u | x
15 | 7 | u | -29
16 | -5 | 2% | u
17 | 10 | -6% | 9
18 | -5 | 27%&2% | -11&9
19 | 0 | 0% | 45
20 | x | 4% | 20
21 | 17* | u | x
22 | 41* | u | 57
23 | -1 | -3% | 17
24 | -2 | 5% | -2

(listing goes on)
nr | Molecule | AMA1 RON2 block | FBPA Giardia inh | AmpC no deterg | Shiga toxin inh
25 | COc1cccc(-c2sc3ccc(OC)cc3c2-c2ccc(O)cc2)c1 | 1% | x | -27% | x
26 | CC(=O)c1c(N)nc2n(c1=O)CCCCC2 | -11% | 0% | -24% | -15
27 | CCCC[C@@H]1CCCO[C@@](C(=O)NCc2ccc(S(C)(=O)=O)cc2)(C(F)(F)F)C1 | x | -1% | x | 15
28 | Nc1c(C(=O)N/N=C/c2ccc([N+](=O)[O-])cc2)cnn1-c1ccccc1 | 6% | 0% | -29% | 21
29 | Cn1nc(C(C)(C)C)c([N+](=O)[O-])c1C(=O)N1CCCCCC1 | 2% | -2% | 26% | 6
30 | C=CCNC(=O)CN1CCN(Cc2ccc3c(c2)OCO3)CC1 | 9% | u | -1% | 13
31 | CSc1nc2c(c(=O)n1Cc1ccccc1)SC(C)C2 (stereo not given) | -10% | 6% | -23% | -7
32 | N#CC1=C(S)N(c2ccccc2)C(c2ccc(-c3cccc(Cl)c3)o2)NC1=O (stereo not given) | 57%[activator] | -27% | -48% | 20

nr | CHX counter | AmpC detergent | HCMV inh
25 | x | -6% | -6
26 | -2 | 11% | -16
27 | -5 | x | x
28 | 8 | 4% | -22
29 | -2 | -11% | -5
30 | -1 | u | 11
31 | -1 | 1% | -2
32 | 1 | -6% | 2

(next part)
nr | Molecule | AMA1 RON2 block | FBPA Giardia inh | AmpC no deterg | Shiga toxin inh
33 | O=C(C1=C(O)C(=O)N(CCCN2CCOCC2)C1c1ccc(Cl)cc1)c1cc2ccccc2o1 (stereo not given) | -2% | 10% | -2% | -7
34 | Cc1ccc(OC(C)C(=O)Nc2ccncc2)cc1 (stereo not given) | -10% | -3% | -14% | 8
35 | O=C(CCCc1c[nH]c2ccccc12)NCc1cccs1 | -1% | 6% | -13%[11.4 µM] | 15
36 | CC(C)(C)[C@@H]1COC(=O)[C@H](Cc2ccc(F)cc2)C/C=C\C[C@@H](CC(=O)N(CCO)Cc2ccccc2)C(=O)N1 | 2% | x | 264%[activator] | x
37 | COc1ccc(/C=C(\NC(=O)c2ccccc2)C(=O)N2CCCCC2)cc1OC | -1% | 16% | -3% | 2
38 | CCOc1cc(/C=C2\SC(=N)N(c3nonc3N)C2=O)ccc1OCCN1CCOCC1 | -1% | u | 69%[activator] | 22
39 | O=C(N/N=C/c1ccccc1)c1[nH]ncc1Br | 49%[activator] | -6% | -18% | 110*
40 | O=C(COc1ccc([N+](=O)[O-])cc1)N(C1CCCCC1)C1CCS(=O)(=O)C1 (stereo not given) | -6% | x | 2% | x

nr | CHX counter | AmpC detergent | HCMV inh
33 | 3 | -6% | -21
34 | -4 | u | -18
35 | -1 | -12% | 16
36 | x | x | -21
37 | -4 | -18% | 65
38 | 14* | -6% | 7
39 | 44* | u | -40
40 | x | u | u

(cont.)
nr | Molecule | AMA1 RON2 block | FBPA Giardia inh | AmpC no deterg | Shiga toxin inh
41 | COCCCN(CCNC(=O)c1ccc(NC2=NC3CS(=O)(=O)CC3S2)cc1)Cc1ccco1 (stereo not given) | 2% | -9% | -28% | 6
42 | Cc1occc1C(=O)Nc1cccnc1 | 1% | 0% | -16% | 8
43 | C#CCN1C(=O)C2(OCCO2)c2ccccc21 | 9% | -3% | -3% | -15
44 | Cc1cc(NS(=O)(=O)c2ccc(NC(=O)c3ccc(Cl)cc3[N+](=O)[O-])cc2)no1 | 5% | 3% | -13% | -12
45 | CC1CCN(C(=O)CCc2ccc(S(=O)(=O)NC(C)(C)C)cc2)CC1 | 2% | 6% | 27% | -11
46 | O=C(NNc1cccc(Cl)c1)c1cccnc1Cl | 8% | -1% | -11% | 2
47 | Cc1ccc(NC2=CC(=O)c3sc(C)nc3C2=O)cc1 | x | -11% | x | -8
48 | COc1cc(-c2nc3cnccc3n2C)cc(OC)c1OC | 8% | 9% | -6% | -19

nr | CHX counter | AmpC detergent | HCMV inh
41 | -2 | u | 35
42 | 0 | 0% | 5
43 | 1 | 1% | 18
44 | 1 | 1% | -27
45 | -4 | 1% | 21
46 | 0 | u | 13
47 | -13 | x | x
48 | -4 | u | 62

The results go on.
nr | Molecule | AMA1 RON2 block | FBPA Giardia inh | AmpC no deterg | Shiga toxin inh
49 | CCOC(=O)c1cccc(P(C)(C)=O)c1 | 16% | -4% | -15% | -9
50 | COc1ccc(C)cc1NC(=O)c1cccc(-c2ccc(OC(C)=O)cc2)c1 | -16% | 6% | 0% | -10
51 | CCCCOC(=O)C1CCC[C@@H](C)N1 (stereo not given in full) | -5% | -4% | 6% | 2
52 | O=C1CC(C(=O)O)(c2ccccc2)c2cccc(F)c21 (stereo not given) | -6% | 7% | -10% | -7
53 | O=C(NCc1nc(-c2ccc(C(F)(F)F)cc2)no1)c1cccs1 | 5% | -16% | -11% | 18
54 | CC(=O)Oc1ccccc1C(=O)Oc1ccc(/C=N/n2cnnc2)cc1 | -6% | 1% | -14% | 15
55 | CCOC(=O)C1C(=O)C=C(C)C(C(=O)OCC)C1c1cccc([N+](=O)[O-])c1 (stereo not given) | -3% | -3% | -11% | -12
56 | C/C(=N\NC(=O)OC(C)(C)C)c1cccc([N+](=O)[O-])c1 | 4% | 2% | -25% | 29*
57 | COc1cc(OC)cc(-c2nc3ccccc3c(=O)n2OC(=O)c2ccc(C)c(C)c2)c1 | -3% | 2% | -23% | 18
58 | C=CCNC(=O)c1ccc(NC(=O)C2=CSCCO2)cc1 | -2% | 1% | -18% | 30
59 | CCOc1ccc(NC(=O)CNC(=O)c2ccc([N+](=O)[O-])cc2)cc1 | 1% | 6% | -11% | 2

nr | CHX counter | AmpC detergent | HCMV inh
49 | 1 | u | 26
50 | 1 | u | u
51 | -4 | -5% | 39
52 | 7 | -8% | 33
53 | 8.2* | -1% | -11
54 | 2 | u | -4
55 | 1 | -8% | -22
56 | 11 | 6% | -2
57 | 9 | -13% | 22
58 | 23* | -7% | x
59 | -1 | u | -21

Assay outcomes deposited in PubChem BioAssay by National Center for Advancing Translational Sciences (NCATS).
